# Lipid storage S3: qHTS Assay for Lipid Storage Modulators in Drosophila S3 Cells | Drosophila S3 cells, BODIPY lipid droplet fluorescence, 18-24 h; cells fed with added oleic acid | lipid storage change, negative = inhibition, % at the top dose, mostly 46.1 µM; hits show Potency in µM | actives 0.64% (n = 320,000) | AID 2685; active = well fitted inhibition curve with a large enough effect in the signal ratio, with a control signal flat, not every such curve was filed as active; inconclusive = small, poorly fitted or top-dose-only effect, or effect the other way, or a change in a side signal; the % refers to the signal ratio
#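 Laser-scanning cytometry quantifies lipid droplet accumulation (500–530 nm total intensity; droplet/cell object ratio) in oleic acid-fed (400 uM added) Drosophila S3 cells treated with a concentration series. 20 uM Triacsin C defined 100% inhibition.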
# Lipid storage S3 cell count max: second read-out of Lipid storage S3, no call of its own (marks repeat the call); cell number change, %; measured here: cell count max response;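 cells counted by Cell Tracker Red CMTPX staining in the red channel; peak over a dose series mostly up to 46.1 µM; percent activity relative to internal control wells on each plate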
# * hit, by the source's call; i = inactive; ? = inconclusive; / = no result given; [ ] = remark or other dose. % is scaled to controls: 0 for no effect and ±100 for the full control effect; potency is read from the fitted curve at half-maximal effect. A portion of the library. The share of hits here may be higher or lower than overall.
SMILES,Lipid storage S3,Lipid storage S3 cell count max
COc1ccc(NC(=O)CCNS(=O)(=O)c2cccc3nonc23)c(OC)c1,?,/
CCOC(=O)CSc1nnc(C2CCCCC2)n1C,?,/
O=C(CSc1n[nH]c(-c2cccnc2)n1)Nc1ccnc2ccccc12,?,/
CN(C)c1ccc(NC(=O)CN2CCN(CC(=O)Nc3ccc(F)cc3)CC2)cc1,i,/
O=C1C(Cc2ccccc2)Nc2ncnc(N3CCOCC3)c2N1Cc1ccc(Cl)cc1 (stereo not given),9%,10
O=C(NC1=NCCS1)c1cc(-c2cccc(Br)c2)nc2ccccc12,?,/
O=C(c1ccc2ccccc2c1)c1c[nH]cc1-c1ccccc1,4%,2
OC1CCCN(Cc2c3ccccc3cc3ccccc23)C1 (stereo not given),?,/
CC(C)C(=O)Nc1cccc(-c2cn3ccsc3n2)c1,?,/
CCCN1CCN(C(=O)CCCNC(=O)Cn2cnc3sc(C)c(C)c3c2=O)CC1,?,/
CC(=O)N1CC=C2C(C#N)=C(N)C(C#N)(C#N)C(C)C2C1 (stereo not given),i,-10
CC1(C)CC2(CCO1)OC(=O)CC2C(=O)Nc1ccc(Br)cc1 (stereo not given),-11%,/
O=C(/C=C/c1ccc(Br)cc1)NC(=O)c1ccccc1O,?,/
Cn1cc(C(=O)Nc2ccc(F)c(F)c2)cn1,i,22
O=C(c1ccccc1)c1cc2cc(Cl)ccc2[nH]1,?,/
O=C(COc1ccc([N+](=O)[O-])cc1)Nc1nc(-c2ccccn2)cs1,?,/
CN(C)c1cccc(C(=O)OCC(=O)N2CCc3ccccc3C2)c1,?,/
CCOc1cc(/C=C/C(=O)OCC(=O)NCc2ccco2)cc(Cl)c1OC,?,/
COC(=O)CSc1nc(N2CCOCC2)c2c(c1C#N)CC(C)(C)OC2,8%,3
COc1ccc(S(=O)(=O)Nc2cc3c(cc2C(C)=O)OCO3)cc1,-21%,-1
O=C(COc1ccccc1)Nc1cccc2nsnc12,10%,-15
Cn1c(=O)c2c(ncn2CC(=O)N2CCN(c3cccc(Cl)c3)CC2)n(C)c1=O,24%,-5
CC(OC(=O)CSc1ccc([N+](=O)[O-])cc1)C(=O)NCc1ccco1 (stereo not given),-4%,-3
O=C(NC(=S)N1CCN(C/C=C/c2ccccc2)CC1)c1ccc(Cl)nc1,-3%,-13
Cc1cc(C(=O)OCC(=O)Nc2cc(S(=O)(=O)N(C)C)ccc2C)c(C)o1,?,/
O=C(O)/C=C/c1cn(-c2ncc(C(F)(F)F)cc2Cl)c2ccccc12,?,/
CCOC(=O)C1CCCN(C(=O)c2cc3c(OC)c(OC)c(OC)cc3[nH]2)C1 (stereo not given),?,/
Cc1cc(C)n(-c2nc3sc4c(c3c(=O)[nH]2)CCCC4)n1,?,/
CC(=O)c1ccc(N2C(=NC(=O)C3CCCO3)SC3CS(=O)(=O)CC32)cc1 (stereo not given),?,/
O=C(C[n+]1cc(-c2ccc(F)cc2)n2c1CCC2)OCc1ccccc1,?,/
CCCn1c(C)cc(C(=O)CSc2nc3nc(C)cc(C)n3n2)c1C,?,/
COC(=O)[C@H](CCSC)NC(=O)[C@@H](Cc1cnc[nH]1)NC(=O)OCc1ccccc1,-18%,/
Cc1ccccc1NC(=O)C(=O)Nc1ccccc1C,7%,1
O=C1N/C(=C/c2ccc(N3CCOCC3)o2)C(=O)N1c1ccccc1,?,/
COc1ccccc1C/C(N)=N/OC(=O)COc1ccccc1C,0%,-1
Cc1ccc(CN2CCC(n3nccc3NC(=O)CCOc3ccccc3)CC2)cc1C,?,/
CCOc1cc(C(=S)N2CCCC2)ccc1OCc1ccccc1,?,/
COc1ccc(-c2csc(/C=C/c3ccc4c(c3)OCO4)n2)cc1OC,13%,-11
Cc1nnc(SC(C)C(=O)Nc2ccc3ccccc3c2)n1C (stereo not given),?,/
COc1ccc(NC(=S)N2N=CCC2c2ccccc2)cc1 (stereo not given),i,/
Cc1cc(S(=O)(=O)N2CCCC(N(C)CCc3ccccn3)C2)c(C)s1 (stereo not given),?,/
O=C(NCCc1c[nH]c2ccccc12)c1ccc2[nH]c(=O)c(=O)[nH]c2c1,8%,16
Cc1cc(C(=O)OCC(=O)NCc2ccc(F)cc2)c2ccccc2n1,?,/
CCCCn1c(N)c(N(CC)C(=O)c2cccc(S(=O)(=O)N3CCCc4ccccc43)c2)c(=O)[nH]c1=O,10%,/
CCCc1cc(=O)oc2c3c(cc(OCC(=O)NCc4ccncc4)c12)OC(C)(C)CC3,?,/
CCn1c(CC(=O)Nc2ccccc2C)nnc1SCC(=O)NC1CCCC1,?,/
CCCNC(=O)CCC(=O)Nc1ncc(-c2ccc(C)cc2)n1C,?,/
COCC(=O)Nc1cc(C(=O)NCC(C)C)ccc1Cl,12%,4
Cc1ccc2[nH]cc(CCNS(=O)(=O)c3ccc(F)cc3)c2c1,-7%,7
COC(=O)C1=C(C)N(CC2CC2)C(=NCc2cc(OC)c(OC)c(OC)c2)N[C@H]1c1ccccc1,?,19
CCOC(=O)Cn1c(=O)oc2cc(S(=O)(=O)N(C)Cc3ccccc3)ccc21,1%,-1
CC(=O)N1CCCc2cc(S(=O)(=O)N3CCCC(C)C3)ccc21 (stereo not given),?,/
Cc1oc(/N=C/c2c(O)ccc3ccccc23)c(C#N)c1C,13%,0
Cc1ccc(NC(=O)c2sccc2C)cc1S(=O)(=O)N(C)C,?,/
CCc1ccc2oc(C(=O)N3CCN(C)CC3)cc(=O)c2c1,5%,14
O=C(c1cccc(N2C(=O)C3CC=CCC3C2=O)c1)N1CCCCCC1 (stereo not given),3%,10
Cn1c(/C(C#N)=C/c2cccc(O)c2)nc2ccccc21,?,/
CCc1cc2ccccc2nc1SCC(=O)NC1CCCC1,?,/
CCc1nnc(NC(=O)c2cc(-c3ccc(C)o3)nc3ccccc23)s1,?,/
COc1ccc(OC)c(-c2nnc(NC(=O)C(C)Sc3nncn3C)s2)c1 (stereo not given),?,/
# Next results follow:
SMILES,Lipid storage S3,Lipid storage S3 cell count max
CSCCC(NC(=O)c1cc(C)oc1C)C(=O)O (stereo not given),i,/
Cc1cccc(C)c1NC(=O)CN(C)C(=O)[C@H](C)NC(=O)c1ccco1,?,/
CCc1ccc(C(=O)COC(=O)C(Cc2ccccc2)NC(=O)C2CCC(C)CC2)cc1 (stereo not given),5%,-5
C[C@H](NC(=O)Cc1ccccc1)C(=O)N1CCC2(CC1)NCCc1[nH]cnc12,22%,/
O=C(Nc1ccccc1N1CCN(C(=O)c2ccccc2)CC1)c1ccc(Cl)cc1,?,/
COc1ccc(OC)c(NC(=O)CC2C(=O)NCCN2C(=O)c2ccccc2)c1 (stereo not given),?,/
CN(CC(=O)NCC1CCCCC1)CC(=O)Nc1ccccc1Br,3%,1
CCOc1ccc(NC(=O)CCC(=O)NNC(=O)Nc2cccc(Cl)c2)cc1,-20%,2
CCOC(=O)N1CCN(CCC(=O)Nc2ccc(Br)cc2)CC1,?,/
O=C(NC(Cc1c[nH]c2ccccc12)C(=O)Nc1ccc(F)cc1)c1cccs1 (stereo not given),23%,10
CCN(CC)S(=O)(=O)c1ccc(C)c(NS(=O)(=O)c2cc(/C=C/C(=O)O)cc(OC)c2OC)c1,0%,10
CCOc1ccc(NC(=O)C(C)Sc2nnnn2C)cc1 (stereo not given),24%,-11
O=C(Cn1nnc2ccccc21)c1ccc([N+](=O)[O-])cc1,2%,9
Cc1ccc(CCNC(=O)CCc2nc3ccccc3[nH]2)cc1,?,/
COc1ccc(S(=O)(=O)N2CCCCCC2)cc1C(=O)OCC(=O)NC(N)=O,11%,4
CC(C)COc1ccc(C(=O)OCCN2CCOCC2)c(O)c1,?,/
c1ccc(SCCCCNC2CCCC2)cc1,?,/
O=C(CN1C(=O)COc2ccc(Cl)cc21)Nc1nccs1,?,/
CC(C)C[C@@H](C)C(=O)N(Cc1ccccc1)c1ccccc1,?,/
S=C(Nc1ccc2cn[nH]c2c1)Nc1ccccc1Cl,-11%,-10
CCOc1ccccc1CNC(=O)C(C)n1nc(C)c2c(C)n(-c3ccccc3)nc2c1=O (stereo not given),i,-9
CC1CCN(S(=O)(=O)c2ccc(NC(=O)Cc3cccs3)cc2)CC1,?,/
O=S(=O)(c1ccc(N2CCN(Cc3ccc4c(c3)OCO4)CC2)nc1)N1CCOCC1,?,/
Cn1nc(C(C)(C)C)c(NC(=O)c2cccs2)c1C(C)(C)C,-2%,0
CC(C)c1ccc(NC(=O)c2cc([N+](=O)[O-])ccc2N2CCOCC2)cc1,-17%,-15
CCOc1cc(NC(=S)NCC2CCCO2)c(OCC)cc1NC(=O)c1ccc(F)cc1 (stereo not given),0%,4
CCCC(=O)c1ccc(N2CCCCCC2)c(F)c1,18%,-25
Cc1ccc(NS(=O)(=O)c2ccc(-c3coc(C)n3)cc2)c(Br)c1,?,/
Cc1ccc(C)c(CN2CCC(CNC(=O)Nc3ccc(C)c(F)c3)CC2)c1,-11%,/
COc1ccc(Nc2nnc(C)c3ccccc23)cc1,?,/
COc1ccc(C(=O)N/C=C/n2cnc3cc(C(F)(F)F)ccc32)cc1,4%,6
COc1ccccc1N(CC(=O)N/N=C(\C)c1cccc(Br)c1)S(C)(=O)=O,?,/
CC(C)CC(=O)Nc1ccc(S(=O)(=O)Nc2nccs2)cc1,28%,-9
C(CNC1C2CC3CC(C2)CC1C3)CN1CCOCC1 (stereo not given),7%,10
CCCN(C(=O)/C=C/c1nc2ccccc2s1)C1CCS(=O)(=O)C1 (stereo not given),-2%,11
COc1cccc(-c2c(C(=O)N/N=C/c3ccncc3)nnn2-c2nonc2N)c1,?,/
CC1CCCCC1NC(=O)COC(=O)Cc1ccc(Cl)cc1 (stereo not given),4%,-18
C#CC[N+](C)(C)CC#Cc1ccc(C)cc1,?,/
CCN(CC)C(=O)Cn1cc(S(=O)(=O)CC(=O)NC2CCCCC2)c2ccccc21,24%[9.22 µM],3
COc1cc(NS(=O)(=O)c2ccc(NC(C)=O)cc2)ncn1,-4%,1
Cc1ccc(/C=C(\C#N)C(=O)NC(C)c2ccccc2)o1 (stereo not given),?,/
Cc1ccc(S(=O)(=O)NCCCC(=O)O)cc1,-14%,3
CCOC(=O)C1=C(N)Oc2cc(C)[nH]c(=O)c2C1c1ccncc1 (stereo not given),11%,-28
CCOc1ccc(N=C(/C(C(=O)C(=O)N2CCOCC2)=C(/O)c2ccccc2)c2ccccc2)cc1,1%,3
Cc1cccc(N2CCN(C(=O)C3CCC(=O)N(C4CC4)C3)CC2)c1C (stereo not given),i,/
Cc1ccc(NC(=O)COC(=O)C(NS(=O)(=O)c2ccc(Cl)cc2)C(C)O)cc1C (stereo not given),?,/
CCCNC(=O)c1nnsc1S(=O)(=O)c1ccc(Cl)cc1,?,/
CC(C)(C)NC(=O)NC(=O)COC(=O)c1ccc(OC(F)(F)F)cc1,?,/
COc1ccc(OC)c(NC(=O)c2[nH]c(C)c(C(C)=O)c2C)c1,?,/
CC(C)N(C(=O)COC(=O)c1cccc(C(=O)OCC(=O)N(C(C)C)C(C)C)n1)C(C)C,-1%,5
O=C(O)CC1(CC(=O)Nc2cc(F)ccc2Cl)CCCCC1,-16%,6
CC1(C)CC(=O)C(C(c2ccc(F)cc2)C2C(=O)CC(C)(C)CC2=O)C(=O)C1,?,/
CC(=O)Nc1nnc(SCC(=O)Nc2ccc3c(c2)OCCO3)s1,?,/
CS(=O)(=O)C1=C(O)C(=O)N(CCCC(=O)O)C1c1ccccc1F (stereo not given),?,/
N/C(=N\OC(=O)CCCOc1ccccc1)c1ccccc1,?,/
COc1ccc(CCNC(=O)C2CCN(C(=O)c3cccs3)CC2)cc1,5%,13
C=CCSc1nc(N)c(C(=O)Nc2ccccc2)cc1C#N,?,/
Cc1c(NC(=O)C2CCCO2)cccc1[N+](=O)[O-] (stereo not given),-7%,-11
COc1cc(CNC2CCCCC2OC)cc(OC)c1OC (stereo not given),-4%,4
C[C@@H]1CN(c2c(F)c(N)c3c(=O)c(C(=O)O)cn(C4CC4)c3c2F)C[C@H](C)N1,?,/
COc1ccc(CCNC(=O)c2cc(S(=O)(=O)N3CCC4(CC3)OCCO4)ccc2F)cc1OC,5%,-2

# Screening data (PubChem BioAssay)
